Screening data (PubChem BioAssay)
M. tuberculosis: growth inhibition of non-replicating M. tuberculosis (AID 488890); Mycobacterium tuberculosis non-replicating, growth inhibition; higher % means a stronger effect; one-dose inhibition, % at 25 µM; IC50 in µM for titrated hits; 320,000 compounds, 0.39% hits; in the data active means a potency from the dose series; inconclusive means inhibition mostly from about 82% at the one dose, without a potency; inactive means the rest, 99 in 100 with inhibition below about 76%;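 further: plate controls were DMSO cells for no effect and high antibiotic wells for full effect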
VEEV TC-83 Vero: inhibitors of VEEV TC-83 cytopathic effect, confirmation, Vero cells (AID 588727) | inhibition, % at 20 µM; hits with a dose series show IC50 in µM | 350,000 compounds, 0.13% hits | Vero cells, VEEV TC-83 cytopathic effect inhibition; higher % means a stronger effect; in the data active means a potency from the dose series; inconclusive means inhibition mostly from about 14% at the one dose, without a potency; inactive means the rest, 99 in 100 with inhibition below about 12%; further: strong numbers were not always called active
M. tuberculosis HTS: M. tuberculosis growth inhibition, HTS (AID 449762); M. tuberculosis H37Rv growth inhibition, 7H9 media; higher % means a stronger effect; 330,000 compounds, 0.59% hits; inhibition, % at 25 µM, or IC50 in µM where a hit was titrated; in the data active means a potency from the dose series; inconclusive means inhibition above about 70% without an active follow-up result;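 further: bacterial growth assessed after seven days of incubation; strong numbers were not always called active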
H1N1 NS1A inhibition: H1N1 influenza NS1A inhibitors, functional cell based assay (AID 504329). NS1A functional cell-based assay, percent inhibition; higher % means a stronger effect. inhibition, % at 12.5 µM; hits with a dose series show IC50 in µM. 340,000 compounds, 0.3% hits; in the data active means a potency from the dose series; inconclusive means inhibition above about 27% without an active follow-up result; further: strong numbers were not always called active
Salmonella PhoP GFP: PhoP regulon inhibitors, Salmonella typhi PhoP promoter GFP reporter, confirmatory (AID 1850); Salmonella Typhi PhoP-promoter GFP reporter, fluorescence, 4 h; higher % means a stronger effect; inhibition, % at 50 µM, or IC50 in µM where a hit was titrated; 310,000 compounds, 0.33% hits; in the data active means a potency from the dose series; inconclusive means inhibition mostly from about 25% at the one dose, without a potency; inactive means the rest, 99 in 100 with inhibition below about 19%;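 further: 0% = induced wells with vehicle and 100% = uninduced wells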
VEEV TC-83 Vero 10K pilot screen: further read-out of VEEV TC-83 Vero, marked with its call; inhibition, %; measured here: 10K pilot screen inhibition
* hit, by the source's call; i = inactive; u = inconclusive; x = not tested or not shown. No enrichment for hits (roughly 1.5% active in at least one column).

SMILES | M. tuberculosis | VEEV TC-83 Vero | M. tuberculosis HTS | H1N1 NS1A inhibition | Salmonella PhoP GFP | others
Cn1c(=O)c2c(ncn2Cc2nnc(N)s2)n(C)c1=O | -7% | 1.0% | -8% | 3% | -6%
CC(=O)NC(=S)Nc1ccc(NC(=O)c2cccnc2Cl)cc1 | 30% | i | 12% | -3% | 6%
COc1cccc(CNC(=O)COC(=O)C2CCN(c3ccc(C(F)(F)F)cn3)CC2)c1 | 37% | 2.6% | 4% | -1% | x
CCN(Cc1cc(OC)c(OC)c(OC)c1)C(=S)Nc1cccc(SC)c1 | 0% | 1.2% | -11% | 1% | 7%
Cc1cc(OCC(O)CN2CCN(CCO)CC2)ccc1C(C)C (stereo not given) | -6% | 1.1% | -3% | -89% | 5%
CC1CCCC(C)N1C(=O)Cc1ccccc1 (stereo not given) | -18% | i | -5% | -17% | -11%
CCCc1[nH]n(-c2ccc([N+](=O)[O-])cc2)c(=O)c1C=NCCc1c[nH]c2ccccc12 | 1% | i | -11% | 2% | 2%
CCC(O)C1CCN(Cc2cn(Cc3ccccc3)nc2-c2cc3ccccc3o2)CC1 (stereo not given) | 34% | i | 14% | 1% | -4%
O=[N+]([O-])c1ccccc1N(CC1CO1)S(=O)(=O)c1ccccc1 (stereo not given) | -3% | 1.3% | -4% | -2% | 7%
CC1(C)CC(=O)C2=C(C1)Nc1ccccc1NC2c1ccc([N+](=O)[O-])cc1 (stereo not given) | 2% | 2.9% | 50% | 0% | -3%
Cc1nc(N2CCN(C)CC2)c2c3c(sc2n1)CCCC3 | -10% | 0.8% | 1% | -3% | -4%
CC1=C(C(=O)Nc2ccc(C(=O)NCCC(C)C)cc2)SCCO1 | 1% | 0.6% | 6% | -10% | -7%
CCN1C(=O)C(CC(=O)Nc2ccc(OC)cc2)N(CCCN2CCN(c3ccc(F)cc3)CC2)C1=S (stereo not given) | 10% | 1.4% | u | 9% | 10%
CCN(CC)C(=O)Cn1cc(C(=O)C(=O)NCCc2c[nH]c3ccccc23)c2ccccc21 | 5% | 10% | 9% | -1% | -2%
O=C(COc1ccccc1[N+](=O)[O-])Nc1ccc2oc(=O)ccc2c1 | 1% | 0.0% | -1% | -1% | -4%
COc1ccc(CCn2c(C)cc(C(=O)CSc3nnnn3-c3ccccc3)c2C)cc1OC | -2% | 0.3% | 3% | 0% | -4%
COC(=O)CSc1nnc([C@H](CC(C)C)NC(=O)OC(C)(C)C)o1 | u | i | 15µM* | -5% | -3%
COc1ccc(N/C(C)=C2/C(=O)C(=O)N(CCO)C2c2ccc(Br)cc2)cc1 (stereo not given) | 10% | 2.4% | u | 14% | 7%
O=C(/C=C/Nc1ccccc1C(=O)O)c1cccs1 | 6% | i | 4% | -4% | -2%
CC1CCCC(C)N1C(=O)COC(=O)/C=C/c1ccc(Br)o1 (stereo not given) | 1% | 0.3% | 23% | -3% | x

Brought forward from above: two compounds, followed by the next part.
SMILES | M. tuberculosis | VEEV TC-83 Vero | M. tuberculosis HTS | H1N1 NS1A inhibition | Salmonella PhoP GFP | others
O=C(/C=C/Nc1ccccc1C(=O)O)c1cccs1 | 6% | i | 4% | -4% | -2%
CC1CCCC(C)N1C(=O)COC(=O)/C=C/c1ccc(Br)o1 (stereo not given) | 1% | 0.3% | 23% | -3% | x
CC1Sc2ccc(S(=O)(=O)CCC(=O)N3CCN(c4cccc(Cl)c4)CC3)cc2NC1=O (stereo not given) | 32% | 4.2% | 69% | 3% | -13%
CCCCNC(=O)Nc1cc(C)on1 | 3% | i | -3% | -2% | 18%
COc1ccc(C(C#N)c2ccc(Cl)nn2)cc1 (stereo not given) | 61% | 0.7% | 21% | x | 14%
COc1cccc(C(=O)NCCNC(=O)c2ccccn2)c1 | -11% | 2.6% | 0% | 8% | 11%
COc1ccc(-c2nnc(SCCOc3cccc(C)c3)n2N)cc1 | 32% | 4.0% | -5% | 11% | -3%
CN(Cc1ccccc1)C(=O)Cn1cccc1C(=O)c1ccccc1 | -1% | 2.0% | x | 11% | -14%
COc1ccccc1C(=O)NC(=O)CSc1nnc(C)s1 | -5% | 0.5% | -5% | -3% | -5%
Cc1ccc(-n2c(=S)[nH]c3c(oc4ccccc43)c2=O)cc1C | -19% | 1.1% | -11% | -4% | -7%
Cc1cccnc1NC1(C(F)(F)F)N=C2SCCN2C1=O (stereo not given) | -1% | 0.4% | -8% | 16% | 10%
COc1ccc(N(C)S(=O)(=O)c2cccc(C(=O)N3CCN(c4ccccc4)CC3)c2)cc1 | x | 5.2% | x | 0% | x
COc1ccc(C(=O)CN2Cc3ccccc3C2=N)cc1 | 8% | i | 1% | 3% | 5%
COc1cccc(C2C(C(C)=O)=C(O)C(=O)N2CCNCCO)c1 (stereo not given) | 5% | x | 1% | x | 1%
NC(=O)c1cc(S(=O)(=O)N2CCOCC2)cs1 | -21% | 1.5% | -5% | 7% | 0%
Cc1cc2oc(=O)cc(CN3CCCCC3)c2cc1C | -14% | i | -3% | -21% | -8%
CC(C)CC(=O)N1CCN(C(=O)c2ccc(F)cc2)CC1 | -14% | 0.1% | -2% | -1% | 2%
CC(C)n1cc(C(=O)N2CCCC(N3CCN(c4cccc(Cl)c4)CC3)C2)cn1 (stereo not given) | -1% | 7.1% | 5% | -5% | 1%
CCOC(=O)CNc1nc(Cl)nc(Nc2ccc(Cl)cc2)n1 | -5% | i | 1% | -5% | 9%
COc1ccc(/C=C(\NC(=O)c2ccc(Cl)cc2)C(=O)NCCCN2CCOCC2)cc1OC | -2% | 2.5% | -5% | -8% | 2%
CCN(CC)CCCNC(=O)c1c(O)c2c([nH]c1=O)CCCC2 | -9% | 0.8% | -21% | 0% | 26%
CC1CCCCC12NC(=O)N(CC(=O)Nc1ccc(S(=O)(=O)N3CCOCC3)cc1)C2=O (stereo not given) | 2% | 0.5% | -21% | 2% | 10%
CC(C)(C)N(Cc1ccccc1)C(=O)c1ccncc1 | 17% | 1.0% | 5% | -32% | -4%
CCCCn1c(SCC(=O)c2cc(OC)ccc2OC)nc2cc(S(N)(=O)=O)ccc21 | 1% | 2.0% | 1% | -4% | 4%
N#CC12CCCCC1CC1CCCCC1(C#N)N2Cc1cccnc1 (stereo not given) | 63% | 0.3% | -6% | 4% | -3%
CN(CC(=O)Nc1cccc(F)c1)C(=O)CSc1ccc(Br)cc1 | 48% | 6.3% | -3% | 3% | 4%
COc1ccc(Cl)cc1C(=O)CSc1nnnn1C1CCCCC1 | 44% | 5.2% | 6% | -7% | -4%
CCOC(=O)/C=C/C(=O)OCC(=O)Nc1ccc(Cl)cc1Cl | 42% | 0.5% | -4% | -4% | -12%
CC(C)c1csc(CN2CCC(CCC(=O)NCC3CCCO3)CC2)n1 (stereo not given) | -8% | i | -8% | 15% | 2%
CC(c1ccon1)N(C)Cc1cn[nH]c1-c1ccc(-c2ccccc2)cc1 (stereo not given) | 17% | 4.9% | u | 6% | -8%
Cc1onc(-c2ccccc2)c1C(=O)N1CCN(S(=O)(=O)c2ccccc2Br)CC1 | 1% | 1.7% | 7% | 1% | 5%
O=C(O)c1ccc(S(=O)(=O)NC2CCCCC2)cc1 | -3% | i | -7% | -12% | -1%
Cc1nc(S/C(=C/c2ccc(-c3cccc(Cl)c3)o2)C(=O)O)n[nH]1 | 60% | 9.1% | u | -1% | -22%
Cc1nc2ncnn2c(C)c1CCC(=O)N1CCC2(CC1)OCCO2 | -9% | 0.1% | -2% | -6% | 3%
CCOc1ccc(CCNC(=O)COC(=O)c2ccc3c(c2)OCCO3)cc1OCC | 0% | 1.0% | -2% | 0% | -1%
CNCc1cc2ccc(C)cc2[nH]c1=O | 8% | 0.6% | -5% | 14% | -13%
O=S(=O)(c1ccc(Cl)cc1)c1cnc(-c2cccnc2)nc1-c1ccccc1 | -2% | i | -8% | 1% | -6%
Cc1cc(C)c2nc(SCC(=O)NCCC3=CCCCC3)cc(C)c2c1 | -14% | 0.0% | 1% | 5% | -3%
Cc1ccc(C(=O)N2CCCC(Nc3ccc(F)c(F)c3)C2)cn1 (stereo not given) | -5% | 0.0% | 5% | 3% | -9%
C/C(N)=C(/C#N)C(=O)CSc1nc2ccccc2c(=O)n1CCCO | -4% | 3.0% | 3% | -2% | -6%
COc1ccc(C(C)=O)cc1CSc1nnc(Nc2ccc(C)cc2C)s1 | 33% | 0.8% | 10% | 12% | 6%
O=C(CCCSc1nc2ccccc2[nH]1)NC1=NCCS1 | 0% | 1.2% | -9% | 3% | 17%

Nothing new here: an excerpt of the list.
SMILES | M. tuberculosis | VEEV TC-83 Vero | M. tuberculosis HTS | H1N1 NS1A inhibition | Salmonella PhoP GFP | others
Cn1c(=O)c2c(ncn2Cc2nnc(N)s2)n(C)c1=O | -7% | 1.0% | -8% | 3% | -6%
CC(=O)NC(=S)Nc1ccc(NC(=O)c2cccnc2Cl)cc1 | 30% | i | 12% | -3% | 6%
COc1cccc(CNC(=O)COC(=O)C2CCN(c3ccc(C(F)(F)F)cn3)CC2)c1 | 37% | 2.6% | 4% | -1% | x
CCN(Cc1cc(OC)c(OC)c(OC)c1)C(=S)Nc1cccc(SC)c1 | 0% | 1.2% | -11% | 1% | 7%
Cc1cc(OCC(O)CN2CCN(CCO)CC2)ccc1C(C)C (stereo not given) | -6% | 1.1% | -3% | -89% | 5%
CC1CCCC(C)N1C(=O)Cc1ccccc1 (stereo not given) | -18% | i | -5% | -17% | -11%

Next part:
SMILES | M. tuberculosis | VEEV TC-83 Vero | M. tuberculosis HTS | H1N1 NS1A inhibition | Salmonella PhoP GFP | others
C/C(=N\NC(=S)Nc1ccccc1C)c1ccc(O)cc1 | 45% | 8.0% | 21% | 10% | -1%
CCn1cc(C(=O)N[C@H](C(=O)NCCN2CCOCC2)C(C)C)c(=O)c2cc3c(cc21)OCO3 | -17% | 1.1% | 2% | 8% | -6%
O=C(Nc1ccccc1)N(Cc1ccccc1)CC(O)C(F)(F)F (stereo not given) | 1% | 0.4% | 1% | -3% | -1%
O=C(NNC(=O)c1cccc2ccccc12)c1ccc(Cl)cc1Cl | x | 1.6% | x | -18% | x
O=C(NCCCN1CCOCC1)c1cccnc1 | -12% | i | 4% | -9% | 0%
Cc1ccc(S(=O)(=O)CCC(=O)NC2CCCCC2)cc1 | 38% | 0.4% | -12% | -5% | x
CCN1CCN(c2ccc(S(=O)(=O)N3CCCCC3)cc2NC(=O)Cc2ccccc2)CC1 | -4% | 1.9% | -4% | -2% | 11%
Cc1ccc(S(=O)(=O)N2CC(C(=O)O)=CC[C@H]2c2ccc3c(c2)OCO3)cc1 | 16% | 0.3% | 3% | -2% | -11% | VEEV TC-83 Vero 10K pilot screen=1.4
Cc1nc2ccccc2c2oc(C(=O)NCCCN3CCCC(C)C3)cc12 (stereo not given) | 31% | 0.1% | 8% | -8% | 1%
CCn1c(CNc2ccc(C)cc2C)nnc1SCC(=O)N1CCCc2ccccc21 | 57% | 7.7% | -2% | 21% | -15%
Cc1ccc(OCC(=O)NNC(=O)C(=O)N2CCCC2)c(C)c1 | u | 2.1% | -3% | -1% | -2%
CCn1nc(NC(=O)c2ccccn2)c2cc3cc(C)ccc3nc21 | 31% | 9.9% | u | -45% | 14%
CCCc1nnc2c(N(C)S(=O)(=O)c3ccccc3)nc3ccccc3n12 | 1% | 1.4% | 5% | -10% | -7%
COc1ccc(NC(=O)CNC(=O)CC23CC4CC(CC(C4)C2)C3)c(OC)c1 | x | 8.6% | x | -6% | x
